CHRM1 agonist: human M1 muscarinic receptor agonism. P11229. CHO-K1 hM1, Fluo-8 calcium fluorescence, agonist mode; 0% DMSO, 100% acetylcholine EC100. activation, % at 3 µM. 360,000 tested, 0.33% active;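 active means activation above the run's mean compound activation plus 3 SD, cut at about 16% in these data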;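 further: peak over basal fluorescence ratio within a 140 s kinetic read after compound addition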
M1 ag parental: nonselective activator or artifact in parental CHO-K1 cells; activation, % at 3 µM; AID 602248; Fluo-8 calcium fluorescence; scaled to maximal ATP response, vehicle zero; 360,000 tested, 0.48% active; in the data active means activation above about 15%;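 further: untransfected CHO-K1 host cells lacking M1 receptor as counterscreen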
V1aR counter: counter-screen for oxytocin receptor agonists: human V1a receptor agonists | P37288 | CHO-V1R cells, Fluo-8 calcium fluorescence, agonist mode; 0% DMSO, 100% 3 nM vasopressin | activation, % at 3 µM | 320,000 tested, 0.25% active | AID 2797;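 active means activation above the mean activation of all tested compounds plus 3 SD, per screening run, cut at about 20% in these data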;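 further: signal is peak over basal fluorescence ratio across a 100 second FLIPR read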
CHO-K1 Ca PAM: M1 PAM counterscreen hit in parental CHO-K1 cells; activation, % at 3 µM; 360,000 tested, 0.02% active; ATP EC20, Fluo-8 calcium fluorescence; 0% at ATP EC20, 100% at ATP max;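 active means activation above the run cutoff, the mean activation of all test compounds plus 3 SD, cut at about 40% in these data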;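 further: peak over basal fluorescence ratio in a 140 s read after ATP addition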
CHO-K1 Ca antag: counter-screen for M1 antagonists: effect in parental CHO-K1 cells | 360,000 tested, 0.6% active | AID 602250 | inhibition, % at 3 µM | ATP-induced calcium, Fluo-8 fluorescence;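 active means inhibition above a per-plate cutoff, the plate's mean sample inhibition plus 3 SD, cut at about 24% in these data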;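 further: 0% = DMSO plus EC80 ATP and 100% = DMSO alone without ATP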
TAAR1 antagonist: human TAAR1 antagonism. 360,000 tested, 1.5% active. AID 624466. inhibition, % at 3 µM. CHO RD-HGA16 TAAR1, Fluo-8 calcium fluorescence, antagonist;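 active means inhibition above a per-plate cutoff, the mean inhibition of test compounds on that plate plus 3 SD, cut at about 49% in these data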;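 further: 0% = DMSO plus EC80 beta-PEA response and 100% = DMSO alone without agonist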
Target sequence (Q96RJ0 whole entry, looked up): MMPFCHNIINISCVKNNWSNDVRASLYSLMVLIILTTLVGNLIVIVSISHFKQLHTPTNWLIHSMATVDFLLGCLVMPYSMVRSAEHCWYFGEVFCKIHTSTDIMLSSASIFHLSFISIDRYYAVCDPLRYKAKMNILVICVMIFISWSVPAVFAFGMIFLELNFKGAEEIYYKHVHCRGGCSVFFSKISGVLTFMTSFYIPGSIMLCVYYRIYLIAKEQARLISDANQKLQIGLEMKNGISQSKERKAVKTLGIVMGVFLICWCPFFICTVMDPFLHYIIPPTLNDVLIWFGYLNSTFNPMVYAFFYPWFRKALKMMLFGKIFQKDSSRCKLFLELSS
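Test system: RD-HGA16 CHO cells with stable hTAAR1 and Gα16 / Probe or stimulus: EC80 β-phenethylamine stimulus / Times: seeding 17-24 h prior, 75-min 37 °C, 30-min RT dye loading / Detection: Fluo-8 calcium-sensitive fluorescence / Read-out basis: % inhibition scaled between DMSO and EC80 PEA controls / Repeats: singlicate, one well per test compound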
CHO parental Ca: signal in parental CHO cells, OX1R antagonist counter-screen; 330,000 tested, 0.63% active; inhibition, % at 5.6 µM; parental CHO-K1, ATP-induced calcium, Fluo-8 fluorescence; AID 463079;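 active means inhibition above that plate's mean sample inhibition plus 3 SD, cut at about 26% in these data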;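 further: 0% = ATP-challenged DMSO wells and 100% = DMSO wells without ATP; some compounds past the cut are filed as inactive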
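Material: parental CHO cells / Compound: single nominal dose of 5.6 µM per compound / Signal: Fluo-8 fluorescence / Replicates: singlicate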
TAAR1 ag: agonists of human TAAR1; Q96RJ0; CHO RD-HGA16 TAAR1, Fluo-8 calcium fluorescence; vehicle wells 0%, saturating PEA agonist 100%; activation, % at 3 µM; 360,000 tested, 0.99% active; AID 624467;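 active means activation above the mean activation of all test compounds in the run plus 3 SD, cut at about 38% in these data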
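Signal – calcium-sensitive Fluo-8 signal, excitation 470-495, emission 515-575 nm · System – RD-HGA16 (CHO) cells co-expressing Gα16 and hTAAR1 · Incubation – 17-24 h seeding, 75 min 37 °C dye, 30 min RT · Compound dosing – 3 µM single concentration · Repeats – no replicates (n 1)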
OXTR potentiate: potentiates the human oxytocin receptor response. P30559. CHO-OTR cells, Fluo-8 calcium fluorescence, potentiator mode; 0% = oxytocin EC15, 100% = EC100. activation, % at 3 µM. 320,000 tested, 0.061% active. AID 2445;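 active means activation above that plate's cutoff, the mean activation of tested compounds plus 3 SD, cut at about 6.6% in these data, passing the limit was not always enough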;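 further: 100% uses oxytocin at 75 nM as the full agonist control; some results filed as inactive read as strong as hits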
Target sequence (P30559 whole entry, looked up): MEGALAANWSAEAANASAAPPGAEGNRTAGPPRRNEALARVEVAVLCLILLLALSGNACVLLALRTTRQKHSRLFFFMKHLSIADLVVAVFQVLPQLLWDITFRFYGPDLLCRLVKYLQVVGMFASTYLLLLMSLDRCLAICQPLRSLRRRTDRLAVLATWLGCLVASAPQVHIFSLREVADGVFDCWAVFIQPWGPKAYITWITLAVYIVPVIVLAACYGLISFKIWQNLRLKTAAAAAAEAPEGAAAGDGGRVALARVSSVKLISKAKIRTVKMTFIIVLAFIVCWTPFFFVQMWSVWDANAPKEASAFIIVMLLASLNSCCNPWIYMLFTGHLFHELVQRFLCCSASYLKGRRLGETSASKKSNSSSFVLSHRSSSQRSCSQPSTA
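Replication – single well per compound, singlicate · Assay system – CHO cell line stably expressing human OTR · Timing – 6 min pre-incubation, 100 s read · Measure – normalized max/min fluorescence ratio, % activation · Doses – 3.0 µM, one dose · Detection – Fluo-8 calcium dye fluorescence · Probe or stimulus – oxytocin near EC15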
The depositor's hits bear a star; . = not tested or not shown; & = joins results of further samples.

SMILES | CHRM1 agonist | M1 ag parental | V1aR counter | CHO-K1 Ca PAM | CHO-K1 Ca antag | TAAR1 antagonist | CHO parental Ca | TAAR1 ag | OXTR potentiate
CSc1ccccc1NC(=O)c1cc(-c2ccco2)on1 | -4 | -0.8 | -1.2 | -20 | -12 | -1 | -2 | 7 | -2
Cc1ccc(-c2nc(Nc3ccccc3)n[nH]2)cc1 | 0 | 0.6 | 1.2 | 10 | 0 | 19 | -12 | 9 | -15
CCC1Oc2ccc(C)cc2N(CC(=O)NCc2ccco2)C1=O (configuration not stated) | 0 | 0.2 | -0.5 | 16 | -7 | 0 | -3 | 0 | -15
C=C(C)COc1ccc(-c2[nH]ncc2Oc2ccccc2OCC)c(O)c1 | -3 | 0.0 | 0.1 | 24 | -8 | 9 | -8 | 3 | -20
COc1ccc(N(C(=O)c2snc(C(N)=O)c2N)C(C(=O)NCC2CCCO2)c2ccc(C)o2)cc1OC (configuration not stated) | -2 | 1.2 | 1.3 | -5 | -4 | 11 | -5 | -1 | -8
CSc1cccc(N2CC(C(=O)Nc3cccc(S(=O)(=O)N4CCCC4)c3)CC2=O)c1 (configuration not stated) | -8 | 0.2 | 3.3 | -2 | -3 | 11 | -10 | 4 | -12
NC(=O)COC(=O)c1ccc(S(=O)(=O)N2CCCCCC2)cc1 | -3 | 1.6 | 1.1 | 1 | 9 | 9 | -4 | 10 | -4
CC1CCN(C(=S)c2ccccc2O)CC1 | -4 | 0.4 | -0.1 | 9 | -7 | -3 | -8 | 12 | -6
CCOc1ccc(CCNC(=O)COC(=O)c2cc(OC)c(OC)cc2[N+](=O)[O-])cc1OCC | 2 | 1.0 | -0.7 | -21 | 17 | -6 | -9 | 0 | 12
O=c1c(C=NCc2ccccc2)c(NCc2ccccc2)nc2ccccn12 | -1 | 4.8 | 3.8 | -17 | 7 | -18 | -13 | 20 | -5
Cc1nc2nc(-c3ccc(Cl)cc3)[nH]n2c(=O)c1Cc1ccccc1 | -1 | 0.5 | 3.3 | 17 | -5 | -22 | -6 | 7 | -22
COc1ccc2nc3n(c(=O)c2c1)-c1cc(Cl)ccc1C(=O)NC3Cc1ccccc1 (configuration not stated) | . | . | 0.8 | . | . | -13 | -20 | 0 | 5
COc1ccc(CCNC(=O)COC(=O)CSc2ccc([N+](=O)[O-])cc2)cc1OC | 1 | 5.5 | 9.5 | 2 | -9 | 12 | -7 | 9 | -9
COc1ccc(Cn2nnnc2C(c2ccccc2Cl)N2CCN(C3CCCC3)CC2)cc1 (configuration not stated) | -4 | 1.0 | . | 8 | -4 | -7 | . | 3 | .
CC(NCCN(C)C)C1CCC2C3CCc4cc(O)ccc4C3CCC12C (configuration not stated) | -4 | 8.8 | . | 22 | -12 | 3 | . | 4 | .
COc1cccc(-c2nc(CS(=O)(=O)CC(=O)NCc3ccccc3OC)c(C)o2)c1 | -3 | -0.3 | -0.5 | 12 | 13 | -4 | -27 | 8 | -6
CC1CCCC(NC(=O)COC(=O)c2ccc3ncsc3c2)C1C (configuration not stated) | -3 | 0.5 | -0.5 | -3 | -17 | -10 | -16 | 5 | -8
COc1ccc(CCNC(=O)CN2C(=O)COc3ccc(S(=O)(=O)N4CCCC4)cc32)c(OC)c1 | 3 | 0.4 | 0.9 | -7 | 1 | -39 | -29 | 4 | -6
COC(=O)c1cccc(NC(=O)/C(=C\c2ccco2)NC(=O)c2ccco2)c1 | -3 | 3.1 | . | -5 | -5 | 2 | . | 5 | .
O=C1OCCN1C(=O)[C@H]1[C@H](c2ccccc2)C(c2ccc(F)cc2)=NN1c1ccccc1 | -5 | 1.2 | . | 11 | -22 | -17 | -17 | 5 | .

Copied from the results shown for reference:
SMILES | CHRM1 agonist | M1 ag parental | V1aR counter | CHO-K1 Ca PAM | CHO-K1 Ca antag | TAAR1 antagonist | CHO parental Ca | TAAR1 ag | OXTR potentiate
COc1cccc(-c2nc(CS(=O)(=O)CC(=O)NCc3ccccc3OC)c(C)o2)c1 | -3 | -0.3 | -0.5 | 12 | 13 | -4 | -27 | 8 | -6
CC1CCCC(NC(=O)COC(=O)c2ccc3ncsc3c2)C1C (configuration not stated) | -3 | 0.5 | -0.5 | -3 | -17 | -10 | -16 | 5 | -8
COc1ccc(CCNC(=O)CN2C(=O)COc3ccc(S(=O)(=O)N4CCCC4)cc32)c(OC)c1 | 3 | 0.4 | 0.9 | -7 | 1 | -39 | -29 | 4 | -6
COC(=O)c1cccc(NC(=O)/C(=C\c2ccco2)NC(=O)c2ccco2)c1 | -3 | 3.1 | . | -5 | -5 | 2 | . | 5 | .
O=C1OCCN1C(=O)[C@H]1[C@H](c2ccccc2)C(c2ccc(F)cc2)=NN1c1ccccc1 | -5 | 1.2 | . | 11 | -22 | -17 | -17 | 5 | .

(cont.)
SMILES | CHRM1 agonist | M1 ag parental | V1aR counter | CHO-K1 Ca PAM | CHO-K1 Ca antag | TAAR1 antagonist | CHO parental Ca | TAAR1 ag | OXTR potentiate
COc1ccc(-c2noc(N3CCC(C(=O)NC(C)c4ccccc4)CC3)n2)cc1 (configuration not stated) | -2 | 5.8 | 4.5 | 25 | -10 | -7 | 8 | 4 | -5
Cc1ccc(-n2c(C)cc(C(=O)CN3CCOCC3)c2C)cc1C | -1 | 1.3 | 0.6 | 12 | -12 | -16 | -17 | 24 | -1
C[C@@H]1CN([C@H](C)CO)C(=O)c2c(c3ccccc3n2C)-c2ccccc2CO[C@H]1CN(C)C(=O)Nc1ccccc1 | -2 | 0.4 | . | -12 | 14 | 6 | . | 5 | .
CCC1(c2ccccc2)NC(=O)N(CC(=O)NCc2ccccc2OC)C1=O (configuration not stated) | -4 | 0.3 | 0.9 | -13 | 0 | -8 | -3 | 1 | -14
COc1ccc(CCN(C)C(=O)c2cnc(C)cn2)cc1OC | -1 | 0.8 | -0.4 | 1 | -9 | -19 | -16 | 2 | -7
CCN(CC)S(=O)(=O)c1ccc(N2CCOCC2)c(NC(=O)C2=COCCO2)c1 | -4 | 0.4 | 0.6 | 13 | 4 | -8 | -8 | 0 | -6
CC(=O)c1ccc(S(=O)(=O)Nc2cccc(-c3cn4c(n3)SCC4)c2)cc1 | -3 | 4.0 | 3.2 | 16 | 1 | -2 | -11 | 7 | -10
O=C(CNC(=O)c1nc[nH]c1C(=O)N1CCNCC1)OCc1ccccc1 | -2 | -0.1 | 0.2 | 6 | -15 | 14 | 1 | 0 | -7
Cc1ccc(NCc2nnc(SCC(=O)Nc3ncc(C)s3)n2CC2CCCO2)c(C)c1 (configuration not stated) | 0 | 0.8 | 0.9 | 3 | -12 | 2 | -27 | 6 | -13
C[C@H](CO)N1C[C@H](C)[C@@H](CN(C)C(=O)Nc2ccc(C(F)(F)F)cc2)Oc2c(NC(=O)Nc3ccccc3)cccc2C1=O | 5 | 12 | 2.9 | 19 | -15 | 24 | -10 | 6 | -6
COc1ccc(/C=N/Nc2nc(N3CCCCC3)nc(N3CCCCC3)n2)cc1[N+](=O)[O-] | -15 | -0.5 | 0.3 | 19 | -9 | 7 | -15 | 0 | -13
CCN1CCN(CCCNC(=O)Cn2nc(C)n3nc(-c4ccccc4)cc3c2=O)CC1 | -5 | 0.1 | 0.1 | -5 | 1 | -28 | -3 | 2 | -5
CN(C)S(=O)(=O)c1cccc(NC(=O)COC(=O)c2cn(-c3ccccc3)nc2-c2ccccc2)c1 | -6 | 2.7 | 3.6 | 7 | 15 | 0 | 14 | 1 | -9
COc1ccc(CCNC2=C(Cl)C(=O)N(Cc3ccccc3)C2=O)cc1OC | -4 | 4.3 | 5.4 | -2 | 1 | 63* | -4 | 14 | -11
Cc1sc2nc(SCC(=O)N(CCO)CCO)n(C3CCCCC3)c(=O)c2c1C | -2 | -0.2 | -0.7 | 6 | 2 | -28 | -5 | -2 | 1
COc1ccccc1C(=O)Nc1nc(-c2cccs2)c(NC(C)=O)s1 | -2 | 1.6 | -0.8 | -12 | -14 | 9 | -15 | 5 | -7
CCN(Cc1ccccc1)S(=O)(=O)c1cc(C(=O)NCCCN(C)C)ccc1OC | -8 | 0.4 | 0.2 | 1 | -11 | -4 | -11 | 7 | -9
COc1ccc(CCNC(=O)CSc2nc(O)c(C(C)C)c(=O)[nH]2)cc1OC | -5 | 0.0 | -0.3 | 21 | -11 | -11 | -11 | 2 | -2
CCOc1ccc(NS(=O)(=O)c2cc(C(=O)N3CCCC3)ccc2Cl)cc1 | -4 | 3.0 | -0.1 | 25 | -8 | -24 | -27 | 5 | -3
CS(=O)(=O)N(Cc1ccccc1)c1ccc(C(=O)Nc2cccnc2)cc1 | 0 | 0.7 | 1.9 | 10 | -12 | 17 | 0 | -1 | -7
COc1ccc(S(=O)(=O)N(C)CC(=O)N2CCN(c3ccccc3)CC2)cc1 | -2 | 2.1 | 1.2 | 4 | -14 | 11 | -13 | -1 | -10
O=C(COC(=O)/C=C/c1ccc(F)cc1)Nc1ccc(Cl)cn1 | -5 | 0.1 | -0.5 | 4 | 1 | -10 | 28 | 0 | -3
O=C(CSc1ncc(-c2ccccc2)[nH]1)Nc1cccc(O)c1 | -2 | 0.6 | -0.8 | 9 | -1 | 3 | -10 | -1 | -4
Cc1cc(C(F)F)n2nc(C(=O)Nc3cc(C)on3)nc2n1 | -2 | 0.6 | 0.7 | 17 | -8 | -8 | 1 | 13 | -5
C/C(=N\NC(=O)c1cccc(S(=O)(=O)Nc2ccc(C)cc2C)c1)c1ccncc1 | -4 | 1.4 | . | 14 | 1 | 4 | . | 0 | .
Cc1c(NC(=O)CN2CC(C)OC(C)C2)c(=O)n(-c2ccccc2)n1C (configuration not stated) | -2&-2 | 0.1&-0.1 | 0.0 | 18&2 | -13&-15 | 3&-3 | -2 | 0&2 | -2
Cc1cc(NC(=O)c2n[nH]c(=O)c3ccccc23)ccc1Br | . | . | 1.9 | . | . | 0 | -4 | -2 | -2
CN1C2C=C3C(C#N)=C(N)C(C#N)(C#N)C(c4ccc(Br)cc4)C3C1CC2 (configuration not stated) | -3 | 1.7 | 1.3 | 7 | -22 | -16 | -11 | 7 | -3
O=C(NCc1ccco1)c1ccc2c(c1)C(=O)N(C1CCCCC1)C2=O | 0 | -0.1 | 0.2 | -6 | 18 | 14 | -11 | 4 | -1
Cc1cc(C)n2nc(S(=O)(=O)NC(C)(C)C)nc2n1 | -3 | 0.3 | 0.5 | 0 | 3 | 1 | -11 | 5 | -6
CC(C)CCN1CCN(C/C=C/c2ccco2)CC1CCO (configuration not stated) | -4 | 0.9 | 1.2 | 18 | -14 | 10 | -6 | 0 | 5
Cc1cccc(C)c1NC(=O)c1ccc(N2CCCC2=O)cc1 | -4 | 0.5 | 0.7 | 12 | -8 | -6 | -3 | 0 | -2

Hits appear at their usual frequency; about 3.3% have a hit in one of these screens.
